Cav32 inh: blocks human Cav3.2 T-type calcium channel. O95180. Cav3.2-expressing cells, Fluo-4 calcium fluorescence FDSS; stronger effect = lower value. B-score at 10 µM. actives 4% (n = 100,000). AID 449739;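 active = single-dose well whose peak fluorescence ratio is a statistical outlier from its plate by either plate-standardised score or position-corrected B-score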
Numbers without * were called inactive.

SMILES	Cav32 inh
COc1ccc(-c2cc(C(F)(F)F)n3nc(C(=O)N4CCCCC4)cc3n2)cc1	-0.058
CCC(=O)OCCCCCCOc1ccc(C(=O)O)cc1	0.097
O=C(NCc1ccco1)c1nn2c(C(F)(F)F)cc(-c3cccs3)nc2c1Br	-0.31
COc1nc(OC)nc(N2CCC(NC(=O)C(Cc3ccc(C(C)C)cc3)NC(C)=O)CC2)n1 (stereo not given)	1.2
CCOC(=O)N1CCN(C(=O)C(C)N(c2ccc(Oc3ccccc3)cc2)S(C)(=O)=O)CC1 (stereo not given)	1.6
Cc1cc(/C=N/n2cnnc2)c(C)n1-c1ccc(OCc2ccc(Cl)cc2)cc1	0.15
[O-][N+]1=c2ccc(Nc3ccccc3)cc2=NC12CCCCC2	0.3
O=c1cc(CO)oc(C(Nc2ccccn2)c2ccccc2F)c1O (stereo not given)	0.49
CCCC(=O)Nc1sc2c(c1C#N)CCCCC2	-0.83
O=C(CCCC(=O)N(CC(=O)NC1CCCC1)C1CCCC1)Nc1ccccn1	0.28
C/C(=C\CNc1ncnc2nc[nH]c12)CO	0.37
CC(C)(C)n1nnnc1C(c1cc2cc3c(cc2[nH]c1=O)OCO3)N1CCN(c2ccccc2)CC1 (stereo not given)	-0.32
CCOC(=O)c1c(C)n(C)c2ccc(OC(=O)c3ccco3)cc12	-0.26
CCc1ccc(NC(=O)NCCN2CCc3ccccc3C2)cc1	-2.8
COc1ccc(NCc2nnc(SCC(=O)Nc3cc(C)cc(C)c3)o2)cc1	-1.1
Cc1ccc[n+](/C(C(=S)NCc2ccco2)=C(/[O-])c2ccccc2Cl)c1	0.57
COc1cc(-c2cc(OC)c3c(C)oc(C)c3c(=O)c2)ccc1O	-2.1
CCn1c(=S)[nH]c2ccccc21	1.7
COCCNC(=O)c1ccc(NS(C)(=O)=O)cc1	-0.24
CC(CN1CCCCC1)OC(=O)c1ccc(Cl)cc1 (stereo not given)	-1.2
Cc1ccc(N2C(=O)c3ccc(C(=O)N4CCN(c5ccccc5F)CC4)cc3C2=O)cc1	-0.79
CSc1cccc(NC(=O)c2ccco2)c1	-0.72
O=C(CCC1CCCCC1)N1CCN(Cc2ccc3c(c2)OCO3)CC1	-1.1
C=C(Br)Cn1c(CC)nc2ccccc21	0.23
O=C(NCc1ccco1)c1cc2nc(-c3ccc4c(c3)OCO4)cc(C(F)(F)F)n2n1	-0.031
C=C(C)CSc1nnc(CCNC(=O)OC(C)(C)C)o1	0.43
COc1ccc(C(C)=O)cc1COC(=O)c1cnc(C)cn1	-0.62
Cc1cc(C)n(C(CC(=O)O)C(=O)O)n1 (stereo not given)	0.94
Nn1c(=O)[nH]c2ccccc2c1=O	-0.1
COCCN1C=C2C(=O)C(C)(OC(=O)C3CCCC3)C(=O)C=C2C=C1c1ccsc1 (stereo not given)	-0.93
CC1Cc2ccccc2N1C(=O)c1cc2c(=O)n3ccccc3nc2n1C (stereo not given)	-0.0073
COc1ccc(NC(=O)CN(C)C(=O)c2ccc(C)s2)cc1	0.21
O=C(C1=C[C@H](C2CC2)C[C@H](OCc2ccc(CO)cc2)O1)N1CCN(Cc2ccc3c(c2)OCO3)CC1	-0.37
COc1ccc(S(=O)(=O)N(C)CC(=O)Nc2cccc(C(C)=O)c2)cc1Cl	-1.1
CS(=O)(=O)N(CC(=O)NCc1ccc(Cl)cc1)C1CCCCC1	0.076
COc1ccc([N+](=O)[O-])cc1NCc1ccccc1C	-1.8
Cc1ccc(-n2nnnc2SCC(=O)c2cc(C)n(CC3CCCO3)c2C)cc1 (stereo not given)	-1.5
Cc1ccc(C)c(Cc2c(C)nc3c(C(=O)N4CCOCC4)cnn3c2C)c1	0.24
CCOC(=O)c1c(C)nc2sc(C(=O)Nc3ccc(OC)cc3)c(N)c2c1-c1ccc(OC)cc1	-4.8*
Cc1ccc(CNC(=O)C(C)OC(=O)c2cccs2)cc1 (stereo not given)	1.1
O=C(C1=C[C@H](C2CCCCC2)C[C@H](OCCCCO)O1)N1CCN(Cc2ccccc2)CC1	-0.0015
Cc1ccc(S(=O)(=O)N2CCN(C(=O)c3cc4c(C)nn(-c5ccccc5C)c4s3)CC2)cc1	-1.3
O=C1CN(C(=O)CN2CCOCC2)C(c2ccccc2)c2cc(Br)ccc2N1 (stereo not given)	3
CCOC(=O)C1C(=O)OC(C)(C)C1C(C)C(=O)c1ccc(C)cc1 (stereo not given)	0.44
Cc1ccc(C(=O)N(c2ccccn2)C(C)c2ccco2)cc1C (stereo not given)	0.77
CCCC(=O)N(CCN(Cc1ccccc1)C(=O)CCC)Cc1ccccc1	-3.6
CCn1c(=O)cc(SCC(=O)NCc2ccc3c(c2)OCO3)c2ccccc21	-0.12
O=C(NCc1ccco1)c1nc2c(nnn2Cc2ccccc2Cl)c(=O)[nH]1	-1.6
O=C(c1ccccc1)n1c(=S)nc2ccccn21	0.45
CCOC(=O)CCC(=O)N1CCOCCOCCOCC1	1.5
COCCN(C(=O)c1csnn1)C(C(=O)NC(C)(C)C)c1cccc(OC)c1 (stereo not given)	0.0029
COc1ccc(C(=O)c2no[n+]([O-])c2C(=O)c2ccc(OC)cc2)cc1	-0.8
O=c1cc(-c2c(F)c(F)c(F)c(F)c2F)oc2c(F)c(F)c(F)c(F)c12	2.5
O=C(c1ccco1)N1CCN(C(c2cccs2)c2sc3ncnn3c2O)CC1 (stereo not given)	0.88
COc1ccc(S(=O)(=O)Nc2ccc(NC(C)=O)cc2)cc1	-1.9
CCn1cc(Br)c(C(=O)NN)n1	-0.27
O/N=C1\CCC\C1=C/c1ccco1	-0.2
O=C1c2ccccc2C(=O)c2c1cccc2N1CCN(Cc2ccccc2)CC1	-1.5
CSc1ccc(NC(=O)NCCN2CCc3ccccc3C2)cc1	0.16
Cc1ccsc1/C=N/N1CCN(C2c3ccccc3-c3ccccc32)CC1	-0.95
(listing goes on)
SMILES	Cav32 inh
Cn1c(COc2ccc(Cl)cc2)nnc1SCC(=O)NC1CCCCC1	-1.2
Cc1[nH]n2c(=O)c3c(nc2c1-c1cccc2ccccc12)CCC3	-0.47
COc1ccc(NC(=O)C(NS(=O)(=O)c2ccc3c(c2)CCCN3C(C)=O)C(C)C)c(OC)c1 (stereo not given)	0.95
CCC(=O)Nc1nnc(C)s1	0.58
Cc1ccc(S(=O)(=O)NCCOCCNS(=O)(=O)c2ccc(C)cc2)cc1	-0.47
COc1ccc(C(=O)Nc2ccccc2)cc1S(=O)(=O)Nc1cc(C)on1	-0.74
Cc1cccnc1NC(=O)c1c(O)c2cccc3c2n(c1=O)CCC3	-1
CCN(C(=O)Cn1c(=O)oc2ccccc21)C1CCS(=O)(=O)C1 (stereo not given)	0.54
CC1CCN(CCCNC(=O)C2CCN(S(=O)(=O)N3CCCCC3)CC2)CC1	0.84
O=C(CSc1nc(-c2ccco2)cc(C(F)(F)F)n1)N1CCN(c2ccc(Cl)cc2)CC1	-0.68
N#Cc1nc(Cc2cccc3ccccc23)oc1NCc1ccc(F)cc1	-2.3
Cc1occc1-c1nnc(SCC(=O)N(C)C)o1	0.35
N#Cc1nc(-c2cccs2)oc1NCc1ccc2c(c1)OCO2	-5.6*
CC1=C(C(=O)Nc2cccnc2)C(c2ccccn2)n2nnnc2N1 (stereo not given)	0.052
O=c1[nH]c2cc3c(cc2cc1CN(Cc1nnnn1C1CCCC1)C1CCCC1)OCCO3	-0.65
CCN(CC)CCCNC(=O)C1CCCN(c2nnc(N3CCCC3=O)s2)C1 (stereo not given)	-0.59
COC(=O)Cn1c2[n+](c3ccccc31)CC(O)CS2 (stereo not given)	0.52
OC1C2(Cc3ccccc3)CN3CCN(C2)CC1(Cc1ccccc1)C3 (stereo not given)	1.9
COc1ccc(-c2nnc(SCC(=O)c3ccc[nH]3)o2)cc1	0.72
Cc1csc(NC(=O)CN2C(=O)C3CC=CCC3C2=O)n1 (stereo not given)	1.2
COc1ccccc1-c1cc(C(=O)N/N=C/c2sccc2C)c2ccccc2n1	-3.7
CCOC(=O)C1=C(CSc2nccn2C)NC(=O)NC1c1ccc(OC)cc1 (stereo not given)	0.91
COc1ccc2nc(NC(=O)CSc3nnc4n3C(C)(C)Cc3ccccc3-4)sc2c1	-0.2
Brc1ccc2[nH]c3c(N4CCc5ccccc5C4)ncnc3c2c1	0.59
N[C@@H](Cc1ccc(O)cc1)c1nnc([C@H](CO)NC(=O)C2CCNCC2)o1	-0.66
CCN1C(=O)CC(Sc2ccccc2C(=O)O)C1=O (stereo not given)	0.33
O=c1[nH]c2ccccc2n2c(-c3ccncc3)nnc12	0.67
O=C(CN(CCc1ccccc1)C(=O)CN1C(=O)COc2ccccc21)NCc1ccco1	-1.9
CCOC(=O)c1sc2nc(CC(=O)OC)nc(NCCN(CC)CC)c2c1C	2.3
Cn1cc(C(=O)c2ccc(F)cc2)cc1-c1nc2ccccc2n1C	-1.2
O=C1CN(C(=O)CC2c3ccccc3-c3ccccc32)CC(=O)N1	-0.15
Nc1nonc1C(=O)NCCNCc1ccccc1	0.24
O=c1[nH]c2cc(Br)cnc2nc1/C=C(\O)c1ccc(F)cc1	-1.5
Cc1ccc(N2C(=O)c3n[nH]c(C)c3C2c2ccco2)cc1 (stereo not given)	0.22
Cc1c(CCO)c(=O)n(C)n1C(=O)c1ccc(Cl)cc1	0.31
c1cc(-n2cnnn2)ccc1NC1=NCCC1	0.41
CCOC(=O)c1sc(=S)n(-c2ccccc2)c1SC	0.45
COc1ccc(CNC(=O)/C=C/c2ccc(OCCCF)cc2)cc1OC	0.18
Cc1cc(C)nc(SCCc2ccncc2)n1	0.31
Cc1cc(C)c2cc(CN(CCO)Cc3nnnn3Cc3ccccc3)c(=O)[nH]c2c1	-0.41

Two of the compounds above, in CSV form.
Compound,Cav32 inh
CCOC(=O)c1sc(=S)n(-c2ccccc2)c1SC,0.45
COc1ccc(CNC(=O)/C=C/c2ccc(OCCCF)cc2)cc1OC,0.18

Returning to the listing; the seven compounds before the break are reprinted first.
SMILES	Cav32 inh
Cc1ccc(N2C(=O)c3n[nH]c(C)c3C2c2ccco2)cc1 (stereo not given)	0.22
Cc1c(CCO)c(=O)n(C)n1C(=O)c1ccc(Cl)cc1	0.31
c1cc(-n2cnnn2)ccc1NC1=NCCC1	0.41
CCOC(=O)c1sc(=S)n(-c2ccccc2)c1SC	0.45
COc1ccc(CNC(=O)/C=C/c2ccc(OCCCF)cc2)cc1OC	0.18
Cc1cc(C)nc(SCCc2ccncc2)n1	0.31
Cc1cc(C)c2cc(CN(CCO)Cc3nnnn3Cc3ccccc3)c(=O)[nH]c2c1	-0.41
COCCN(C(=O)CCC(=O)Nc1ccccn1)C(C(=O)NCCC(C)C)c1ccc(OC)cc1 (stereo not given)	-0.81
O=C(CSc1nc(-c2ccco2)cc(C(F)(F)F)n1)NCc1cccs1	-0.057
CCOC(=O)N1CCN(c2cc(N)c([N+](=O)[O-])cc2F)CC1	0.47
CC1CCCCN1C(=O)NC12CC3CC(CC(C3)C1)C2 (stereo not given)	-0.0075
CCC(C)(C)n1nnnc1CN1CCN(c2nc3cc(OC)ccc3cc2C#N)CC1	0.89
CCCC(=O)Nc1cccc(NC(=O)c2ccc3c(c2)OCCO3)c1	-0.15
CCC(C)[C@H](NC(=O)NCCCN1CCOCC1)C(=O)OC (stereo not given in full)	0.27
CCOC(=O)c1sc2ccccc2c1OC(=O)c1ccccc1	-1.5
COC(=O)NC(=C(Cl)Cl)S(=O)(=O)c1ccccc1	0.32
C=CCn1c(SCc2ccc(C#N)cc2)nnc1-c1cccc(Cl)c1	-4.9*
CCCc1cc(C(=O)Nc2cc(C)on2)no1	-0.27
CC1CCCN(Cc2nc3c(c(=O)n(C)c(=O)n3C)n2CC(=O)c2ccccc2)C1 (stereo not given)	-0.79
CCOc1cc(C2C(C(=O)OC(C)C)=C(C)N=C3SCCC(=O)N32)ccc1OC(C)=O (stereo not given)	-1.2
COc1ccccc1C1CN(c2ccc(F)cc2F)N=C1c1cccs1 (stereo not given)	-0.3
CCC(C)c1ccc(OCC(=O)O)cc1 (stereo not given)	-0.22
CC(=O)Nc1ccc(S(=O)(=O)NCc2ccc3c(c2)cc(C)n3C)cc1	-0.19
COc1cc2c(c(OC)c1OC)-c1c(cc3c(c1OC)OCO3)C[C@H](C)[C@@](C)(O)C2	0.87
COc1ccc2ccccc2c1C1CC(=O)N2CN(Cc3ccco3)CSC2=C1C#N (stereo not given)	0.64
COc1ccc(C2C(=O)N(C3CCCCCC3)CC(=O)N2Cc2ccccc2)cc1OC (stereo not given)	0.28
ON=C1CCN(c2ncc(C(F)(F)F)cc2Cl)CC1	-0.87

Ordered by the number under Cav32 inh (lowest first): 7 of the compounds above.
SMILES	Cav32 inh
CCCc1cc(C(=O)Nc2cc(C)on2)no1	-0.27
CC1CCCCN1C(=O)NC12CC3CC(CC(C3)C1)C2 (stereo not given)	-0.0075
CC1=C(C(=O)Nc2cccnc2)C(c2ccccn2)n2nnnc2N1 (stereo not given)	0.052
O=C(CCCC(=O)N(CC(=O)NC1CCCC1)C1CCCC1)Nc1ccccn1	0.28
CCOC(=O)N1CCN(c2cc(N)c([N+](=O)[O-])cc2F)CC1	0.47
CCN(C(=O)Cn1c(=O)oc2ccccc21)C1CCS(=O)(=O)C1 (stereo not given)	0.54
O=c1cc(-c2c(F)c(F)c(F)c(F)c2F)oc2c(F)c(F)c(F)c(F)c12	2.5

The list continues.
SMILES	Cav32 inh
O=P(OC1CCCCC1)(OC1CCCCC1)C(O)c1c(Cl)cccc1Cl (stereo not given)	-4.6
Cn1cc(CNC(=O)C23CC4CC(CC(C4)C2)C3)cn1	0.87
CC1=Nn2c(nnc2-c2ccccn2)SC1	-0.93
O=C(CCc1nc2ccccc2[nH]c1=O)OCC(=O)N1CCc2ccccc21	-0.0059
O=C(O)CCC(NC(=O)OCc1ccccc1)C(=O)O (stereo not given)	1.5
Cc1nc(SCC(=O)Nc2ccc(C)c(F)c2)c2oc3ccccc3c2n1	-0.38
Fc1ccc(N2CCN(C(c3cccs3)c3nnnn3C3CCCC3)CC2)cc1 (stereo not given)	-2.2
Cc1cc(OCC(=O)Nc2ccncc2)ccc1Br	-2.1
O=C(NCc1cccnc1)/C(=N\O)c1ccccc1	0.64

The list is partial, so the mix of outcomes need not match the whole.
